Screening data deposited in PubChem BioAssay by several laboratories.
MT stabilizer: microtubule stabilizers in HeLa cells, primary screen, imaging, high-content imaging | HeLa tubulin immunostaining HCS, 24 h; share of cells brighter than vehicle mean+2SD | % tubulin-high responders, % at 10 µM | hit rate 0.83% among 200,000;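 active means plate Z-score above 3 for both tubulin-high and condensed-nucleus cell shares, with cell loss under 80%, at 10 µM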;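 further: anti alpha tubulin signal scored within the nucleus-defined area of each cell; some results filed as inactive read as strong as hits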
Insulin prom up: insulin promoter activators in MIN6 cells, imaging, high-content screening, mouse beta cells | MIN6 insulin promoter-GFP reporter; active compounds read high | hit rate 0.3% among 190,000 | z-score at 5 µM;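 active means z-score above 3 at 5 µM with at least 500 cells counted in the well; inconclusive means wells under 500 cells, flagged as cytotoxic or low count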
Autophagy mod: autophagy modulators in MEF cells, primary screen, imaging, high-content, MEF GFP-LC3. hit rate 0.98% among 190,000. MEF GFP-LC3 puncta imaging; test concentration mostly 10 µM. calls only at 10 µM (by protocol);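 active means percentage of spot-positive cells more than 3 SD above its plate mean, without a fluorescence outlier flag or 80% toxicity; inconclusive means no clear call, values can overlap the other calls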;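 further: spot-positive cell cutoff set from DMSO-treated cells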
PMI inhibition: human PMI inhibitors, high substrate, primary screen, biochemical, fluorescence intensity, high mannose 6-phosphate (AID 1220) | Mannose-6-phosphate isomerase (Homo sapiens) | recombinant PMI enzyme, coupled fluorescence intensity; higher % means a stronger effect | one-dose inhibition, % at 20 µM; IC50 in µM for titrated hits | hit rate 0.66% among 190,000
human PMI inhibition: inhibitors of human PMI, primary screen, biochemical, fluorescence intensity, coupled assay (AID 1209) | Mannose-6-phosphate isomerase (Homo sapiens) | purified PMI enzyme, coupled fluorescence intensity; higher % means a stronger effect | inhibition, % at 20 µM; hits with a dose series show IC50 in µM | hit rate 0.42% among 190,000;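 further: plate controls were DMSO vehicle for no effect and wells lacking substrate for full effect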
b-catenin transl: modulators of beta-catenin nuclear translocation, primary screen, imaging, HeLa cells, immunofluorescence, high-content; hit rate 0.3% among 190,000; nuclear translocation activity, % at 5 µM;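 active means nuclear translocation activity above 50% at 5 µM, with a well cell count of 50 or more; inconclusive means wells under 50 cells across six images, flagged as toxic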;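 further: per-cell ratio of nuclear to cytoplasmic median beta-catenin stain intensity; plate controls were DMSO negative control for no effect and GSK-3 inhibitor IX positive control for full effect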
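Signal – beta-catenin immunofluorescence imaging with DAPI · Test system – human HeLa cell line · Dosing – 5 µM primary single dose, 0.1% DMSO, 0.02–20 µM confirmation series · Measure – % activation, nuclear-to-cytoplasmic median beta-catenin signal ratio per cell · Incubation – 24 h compound exposure at 37°C, 5% CO2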
Dynein transport: inhibitors of GR-EGFP nuclear translocation, primary screen, dynein cargo transport inhibitor project, imaging, high-content, 3617.4 mouse cells; test concentration mostly 20 µM; stimulated with dexamethasone, 1 µM; active compounds read low; z-score, hits read low; hit rate 0.47% among 220,000;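 active means plate z-score of nuclear minus cytoplasmic receptor signal below a set negative limit, without overly bright fluorescence or cell loss, cut at about -3.5 in these data, passing the limit was not always enough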;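 further: z-score of nuclear minus cytoplasmic ring GR-EGFP intensity difference per well; some compounds called inactive have numbers as strong as hits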
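Buffer or medium: tet-free, stripped-serum medium; Also added: dexamethasone, 1.0 µM final; Technique: high-content fluorescence imaging after fixation; Times: 48 h induction, 1 h compound, 30 min dex at 37 °C; Read-out: per-cell GR-EGFP intensity, nucleus versus surrounding cytoplasmic ring, well-averaged.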
WT yeast gro inh: growth inhibition of WT strain, primary screen, mitochondrial fusion inhibitor project, WT and mutant strains, chemical genetic. AID 1362, 2008. mitochondrial fusion phenotypic screen. inhibition, % at 10 µM. hit rate 2.1% among 190,000; in the data active means inhibition above about 58%; tested in S. cerevisiae
Yfh1-depleted yeast: enhancers of respiration in Yfh1-depleted yeast, dose response, Friedreich's ataxia, plus single-dose screen (AID 1465) | one-dose fold induction at 50 µM; EC50 in µM for titrated hits | S. cerevisiae Yfh1-off respiration, WST-1 reduction, 72 h; higher fold induction means a stronger effect | hit rate 0.074% among 220,000;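 active means fold induction of absorbance versus untreated yeast above a set limit, then at least 30% activation at any dose in follow-up; inconclusive means repeats straddling the limit, or above it without dose testing; inactive means fold induction below the set limit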;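 further: activators that raise dye reduction in frataxin-depleted yeast; strong numbers were not always called active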
WT yeast gro inh mutant strain: second read-out of WT yeast gro inh, no call of its own (marks repeat the call); inhibition, %; mitochondrial fusion phenotypic screen, mutant strain inhibition
Dynein transport cytoplasmic EGFP: second read-out of Dynein transport, no call of its own (marks repeat the call); z-score; measured here: cytoplasmic GR-EGFP intensity; active compounds read high
Dynein transport nuclear GR-EGFP: further read-out of Dynein transport, marked with its call; z-score; measured here: nuclear GR-EGFP intensity;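 lower value marks the stronger effect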
Dynein transport cell count: recorded beside Dynein transport, whose call it bears; z-score; measured here: cell count per field
Insulin prom up cell count: further read-out of Insulin prom up, marked with its call; cell count; measured here: cytotoxicity, nuclei count;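 total cells summed across four imaged fields per well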
b-catenin transl cell count 5 µM: further read-out of b-catenin transl, marked with its call; cell count; measured here: cell count, cytotoxicity flag
MT stabilizer Hoechst-high %: second read-out of MT stabilizer, no call of its own (marks repeat the call); % Hoechst-high responders; measured here: nuclear condensation Hoechst responders;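 share of cells brighter than vehicle mean plus two SD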
MT stabilizer cytotoxicity %: also measured in MT stabilizer; calls as there; toxicity, %; measured here: cytotoxicity by cell density;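 0% = mean cell density of plate MIN control wells and 100% = no cells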
Autophagy mod cell loss 18 h: second read-out of Autophagy mod, no call of its own (marks repeat the call); toxicity, %; measured here: cell loss, nuclei count;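 cell loss after 18 h compound exposure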
Active calls of the source: *; i = inactive; ? = inconclusive; . = not tested or not shown; + = active, no number. Unless noted, no stated cut-off is given here; in the data, active means inhibition above about 50%; inactive means the rest.

mol	MT stabilizer	Insulin prom up cell count	b-catenin transl cell count 5 µM	human PMI inhibition	WT yeast gro inh mutant strain	Dynein transport cell count	Autophagy mod	MT stabilizer cytotoxicity %	PMI inhibition	Dynein transport nuclear GR-EGFP	MT stabilizer Hoechst-high %	b-catenin transl	Insulin prom up	Dynein transport	Yfh1-depleted yeast	WT yeast gro inh	Autophagy mod cell loss 18 h	Dynein transport cytoplasmic EGFP
CSC1=NC2(CC(c3ccccc3)Oc3cc(O)ccc32)CC(C)(C)N1 (stereo unspecified)	5.8	.	343	6.4%	-0.3	-1.73	i	3.6	6.7%	0.747	2.0	1.7	.	1.55	.	-1.2	-3.4	0.0124
O=S1(=O)C=C(Oc2ccc3ccccc3c2)c2ccccc21	5.1	1442	1304	10.0%	18.3	0.0749	i	6.0	9.4%	-0.191	2.3	-0.5	1.01	-0.0908	i	38.5	3.9	-0.182
COCCNC(=O)/C(C#N)=C/c1ccc(OCc2ccc(F)cc2)cc1	1.4	1301	1064	11.0%	-4.1	0.437	i	12.4	10.8%	-0.2	1.6	-0.4	-0.2	-0.549	i	-1.5	20.8	-0.177
CCOC(=O)C1CCN(C(=O)CSc2nnc(-c3ccco3)n2-c2ccccc2)CC1	4.1	1329	964	-14.4%	15.6	-0.798	i	5.2	-6.3%	0.412	1.9	-9.8	-0.51	1.46	i	14.5	13.5	-0.0813
O=S(=O)(Nc1cccc(S(=O)(=O)N2CCOCC2)c1)c1ccc(Cl)s1	5.1	1375	1058	-4.3%	-15.1	0.18	i	8.5	1.4%	-0.0568	1.8	-3.2	0.34	-0.105	i	-7.8	8.6	-0.307
CCOC(=O)C1=C(CSc2nc3c(cc2C#N)CN(C)CC3)OC(N)=C(C#N)C1c1ccc(F)cc1 (stereo unspecified)	1.2	849	.	-11.1%	0.1	-0.307	i	6.3	-19.7%	0.516	0.7	.	0.53	-0.982	i	0.7	-3.1	8
CCOC(=O)c1c(-c2ccccc2)nc2ccc(C)cn12	3.2	.	.	-9.0%	83.1	-1.64	i	1.2	-5.1%	-0.653	0.8	.	.	-0.105	i	76.3	18.5	-0.183
COc1ccc2c(C)nc(Nc3nc(C)c(C)c(=O)[nH]3)nc2c1	11.5	1255	760	12.7%	60.3*	-0.111	i	28.4	11.2%	1.29	8.1	6.1	-0.22	0.857	i	62.4*	9.8	-0.232
COc1ccc(/C=N/NC(C)(C)C)c(OC)c1	2.6	1564	1141	-53.1%	-24.0	0.43	i	9.5	-60.1%	0.266	2.2	-0.7	0.94	0.478	i	-7.5	11.2	-0.189
O=C(O)CSCc1nc2ccccc2s1	5.0	1319	954	-14.3%	-19.9	0.0689	i	8.7	-13.9%	0.419	1.9	-6.5	-0.38	0.0353	i	-4.9	-7.9	-0.169
CCCOc1ccc(/C(O)=C2\C(=O)C(=O)N(CCCOC)C23C(=O)N(C)c2ccccc23)cc1 (stereo unspecified)	1.7	1237	1091	-6.7%	-15.8	0.232	i	7.7	-25.7%	0.486	2.0	-3.9	2.19	0.161	i	-6.3	-1.3	-0.167
O=C(Nc1nc(-c2ccc3c(c2)OCO3)cs1)C1COc2ccccc2O1 (stereo unspecified)	3.0	1841	1056	17.6%	0.4	0.64	i	10.6	16.6%	-0.142	3.1	0.1	1.27	-0.902	i	16.8	5.7	-0.2
COc1ccc(C(=O)O/N=C2\CCCc3nonc32)cc1	3.0	1245	552	5.1%	-19.6	-0.245	i	8.5	2.6%	-0.0355	3.7	-1.1	-0.09	-0.101	i	-10.8	1.4	0.235
Cc1sc(N)nc1C12CC3CC(CC(C3)C1)C2	4.2	1468	1127	14.3%	15.1	0.384	i	9.9	-2.2%	0.169	1.8	-1.0	1.25	-0.0741	i	-0.5	7.2	-0.25
COc1ccc2c(c1)C1(Nc3ccccc3C(=O)N1c1ccccc1)C(=O)N2 (stereo unspecified)	2.0	1263	1129	7.7%	-17.6	0.323	i	8.2	8.1%	0.193	1.3	-0.7	0.99	0.892	i	13.4	11.0	-0.206

mol	MT stabilizer	Insulin prom up cell count	b-catenin transl cell count 5 µM	human PMI inhibition	WT yeast gro inh mutant strain	Dynein transport cell count	Autophagy mod	MT stabilizer cytotoxicity %	PMI inhibition	Dynein transport nuclear GR-EGFP	MT stabilizer Hoechst-high %	b-catenin transl	Insulin prom up	Dynein transport	Yfh1-depleted yeast	WT yeast gro inh	Autophagy mod cell loss 18 h	Dynein transport cytoplasmic EGFP
Cc1ccc(Cn2c(=N)n(CC(O)COc3ccccc3)c3ccccc32)cc1 (stereo unspecified)	2.4	.	.	0.4%	22.9	-3.83	+	11.4	-5.2%	-0.00776	1.7	.	?	-0.665	i	32.7	9.5*	1.35
Cc1cc(C)c2oc(C(=O)Nc3nnc(C(C)C)s3)cc(=O)c2c1	3.2	1387	1058	-18.7%	4.7	0.224	i	9.9	-14.4%	0.223	1.9	-1.5	-0.03	0.0493	i	-16.6	5.8	-0.234
C=CCN(c1cccc(C(F)(F)F)c1)S(=O)(=O)c1cccc(C(=O)OCC(=O)NC)c1	5.7	1616	1116	5.1%	-2.3	-0.469	i	3.8	5.9%	0.44	2.3	-2.2	-0.23	0.871	i	-2.5	20.5	-0.162
Cc1cc(C)nc(NS(=O)(=O)c2ccc(NC(=O)c3ccc(S(=O)(=O)N4CC(C)OC(C)C4)cc3)cc2)n1 (stereo unspecified)	4.7	1462	1013	9.8%	-8.6	-0.332	i	12.4	1.9%	-0.0272	1.9	-1.7	1.92	-0.238	i	-14.5	1.1	-0.178
CCOC(=O)N1CCN(C(=O)CSc2cc(C)nc3c(-c4ccccc4OC)c(C)nn23)CC1	1.0	1940	1025	9.5%	-4.6	-0.816	i	6.0	5.5%	-0.122	1.6	-0.4	0.41	-1.12	i	-12.0	-4.7	0.309
COCCCNC(=O)CC1Oc2ccccc2NC1=O (stereo unspecified)	2.4	1986	1137	10.5%	3.9	0.134	.	7.4	12.0%	0.414	3.1	-3.4	-0.52	0.194	i	4.5	.	-0.24
CCOC(=O)C(NC(C)=O)C(=O)Nc1ccc(C(C)C)cc1 (stereo unspecified)	5.5	1350	1515	-0.5%	-0.2	0.871	i	11.2	-6.3%	-0.58	3.5	0.4	-0.07	-1.24	i	-5.7	-1.8	-0.287
Cc1c(S(=O)(=O)N2CCCC(C(=O)O)C2)cnn1C (stereo unspecified)	1.6	1448	1137	-18.3%	16.6	-0.257	i	5.9	-10.0%	-0.0195	2.7	-2.1	-0.29	-0.233	i	-14.4	2.5	-0.202
CCCN1C(=O)c2ccccc2NC1c1cc(OC)c(OC)c(OC)c1 (stereo unspecified)	2.0	1327	1228	-3.6%	-7.0	0.359	i	8.4	-4.6%	-0.212	2.5	-1.0	-0.08	-0.325	.	-8.8	0.3	-0.23
OC(CNCCNc1ncccc1C(F)(F)F)Cn1ccc2ccccc21 (stereo unspecified)	.	1148	1171	.	.	0.506	.	.	.	-0.113	.	1.2	0.39	0.136	i	.	.	-0.149
Nc1cc(-c2ccc(Br)cc2)nc2cc(-c3ccccc3)nn12	2.6	1305	.	9.5%	-7.8	1.35	i	8.6	7.9%	-0.573	2.8	.	1.01	-0.898	i	-18.4	1.1	-0.347
COc1ccccc1NC(=S)N(CCc1nc2cc(C)c(C)cc2[nH]1)Cc1cccnc1	2.6	.	.	-2.0%	21.8	-0.786	i	7.6	-10.7%	-0.818	1.1	.	.	-1.19	i	8.0	9.1	-0.117
O=C1C(=O)N(CCN2CCOCC2)C(c2cccnc2)/C1=C(/O)c1ccccc1 (stereo unspecified)	2.1	1216	1554	.	-12.8	-1.38	i	1.8	.	0.789	2.1	-1.2	-0.11	0.937	i	-26.7	-4.0	0.0322
Cc1ccc(-c2nnc(-c3ccc(NC(=O)c4cccs4)cc3)o2)cc1	5.4	1215	1392	-0.3%	-11.3	0.639	i	6.9	-7.3%	0.445	3.8	1.4	-1	-0.0425	i	-19.9	-19.8	-0.106
O=S(=O)(/N=C(/c1ccc(Cl)cc1)N1CCOCC1)c1ccc(Cl)cc1	1.6	1557	1410	16.1%	-6.0	0.664	i	6.4	14.0%	-0.488	1.2	0.5	-0.2	-0.57	i	-9.3	1.9	-0.153

mol	MT stabilizer	Insulin prom up cell count	b-catenin transl cell count 5 µM	human PMI inhibition	WT yeast gro inh mutant strain	Dynein transport cell count	Autophagy mod	MT stabilizer cytotoxicity %	PMI inhibition	Dynein transport nuclear GR-EGFP	MT stabilizer Hoechst-high %	b-catenin transl	Insulin prom up	Dynein transport	Yfh1-depleted yeast	WT yeast gro inh	Autophagy mod cell loss 18 h	Dynein transport cytoplasmic EGFP
CCOC(=O)Cn1cnc(-c2ccc([N+](=O)[O-])cc2)c1	2.6	1310	1043	-7.0%	17.1	0.53	i	1.2	2.6%	0.235	2.4	-0.5	-0.05	0.201	i	-4.7	2.9	-0.215
O=C(O)CCSc1nnc(-c2ccccc2)n1-c1ccccc1	2.5	1404	1196	4.1%	2.7	0.594	i	4.7	9.5%	0.183	3.2	-0.2	0.01	-0.938	i	8.5	-1.7	-0.293
CCOC(=O)C1CCCN(C(=O)COc2ccc(S(=O)(=O)N(CC)c3ccccc3)cc2)C1 (stereo unspecified)	2.4	1214	885	2.7%	-13.3	0.465	i	4.8	-3.1%	-0.564	1.8	1.6	-0.84	-0.544	i	-3.8	17.4	-0.228
OC(COc1ccccc1CNCc1cccnc1)CN1CCc2ccccc2C1 (stereo unspecified)	2.3	1441	1001	-5.3%	7.4	1.05	i	0.7	-10.4%	-0.428	1.5	0.1	0.38	-0.673	i	8.6	14.3	-0.187
